hcGAS lum: blocks human cGAS activity. AID 1259398. recombinant h-cGAS, ATP depletion, Kinase-Glo luminescence. actives 0.081% (n = 290,000). Q8N884. inhibition, % at 12.5 µM;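 note: 0% = vehicle reaction and 100% = reaction without DNA for no activity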
Target sequence (Q8N884 whole entry, looked up): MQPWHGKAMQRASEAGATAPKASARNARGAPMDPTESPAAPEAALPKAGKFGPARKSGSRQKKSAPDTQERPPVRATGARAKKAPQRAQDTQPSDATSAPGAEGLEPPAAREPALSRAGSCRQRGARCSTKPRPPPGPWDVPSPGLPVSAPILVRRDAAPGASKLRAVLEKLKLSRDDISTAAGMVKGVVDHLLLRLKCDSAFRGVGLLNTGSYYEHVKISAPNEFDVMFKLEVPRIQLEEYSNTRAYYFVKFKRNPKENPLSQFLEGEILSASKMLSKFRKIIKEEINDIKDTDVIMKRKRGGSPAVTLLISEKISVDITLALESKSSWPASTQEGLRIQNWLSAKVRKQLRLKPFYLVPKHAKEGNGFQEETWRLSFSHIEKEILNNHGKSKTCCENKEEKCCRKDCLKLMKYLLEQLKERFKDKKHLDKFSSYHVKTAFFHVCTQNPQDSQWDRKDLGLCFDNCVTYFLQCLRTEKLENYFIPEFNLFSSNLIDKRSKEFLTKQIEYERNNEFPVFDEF
NPYLR7 ag: mosquito NPYLR7 agonism; HEK293T NPYLR7/Galpha15, GCaMP6s calcium fluorescence; activation, % at 10 µM; actives 0.15% (n = 270,000); in the data active = activation above about 40%;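 note: 0% = vehicle and 100% = reference agonist at the receptor; some compounds past the cut are filed as inactive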
mcGAS inh: mouse cGAS inhibition by luminescence; Q8C6L5; recombinant cGAS, Kinase-Glo ATP depletion luminescence; inhibition, % at 12.5 µM; actives 0.15% (n = 160,000); AID 1259399;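 note: 0% = negative control wells and 100% = reference inhibitor with no enzyme activity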
* marks the source's active call; other numbers are inactive results; . = not tested or not shown. Cut-off read from the data, not from the text of the source, unless noted: active = inhibition above about 40%; inactive = the rest. This is a random part of the collection (roughly 0.27% active in at least one column).

SMILES,NPYLR7 ag,mcGAS inh,hcGAS lum
O=C1SC(Nc2ccccc2F)C(=O)N1c1ccccc1 (stereo unspecified),4,.,3
CC(C)Oc1cc2oc(=O)c3c(c2cc1Cl)CCC3,9,.,-8
CCn1c(=O)c(C(=O)Nc2ccccc2N)c(O)c2ccccc21,-4,.,-3
CC(C)NC(=O)[C@@H]1C[C@@H](N)CN1Cc1ccc(-c2cccc(Cl)c2)o1,-1,.,4
CCOC(=O)C1(C)CCCCCN1C(=O)c1oc2ccccc2c1C (stereo unspecified),0,.,-14
O=C(CN1CCc2sccc2C1c1cccc(F)c1)N1CCN(C(=O)c2ccccc2Cl)CC1 (stereo unspecified),12,-6,-4
CC(C)NC(=O)c1csc(N2CCN(Cc3ccccc3)C2=O)n1,-4,.,-4
CN1CCC(C)(C(=O)Nc2cc(-c3ccccc3)nn2C)C1 (stereo unspecified),1,.,-5
c1cc(CN2CCCCC2)cc(OCCCNc2nc3ccccc3s2)c1,5,-3,4
N#Cc1ccc(CSc2ccccc2C(=O)O)c(F)c1,11,.,-4
Cc1ccsc1CN(C)c1nc(-c2cccnc2)nc2c1cnn2C,2,-10,1
CC(=O)c1c(C(C)=O)c(C)n(-c2ccc(N)c(C)c2)c1C,4,-7,-7
CC1(C(=O)NS(=O)(=O)c2cccc(Cl)c2)CCN1C(=O)C1(c2ccc(Cl)cc2)CC1 (stereo unspecified),-1,.,-5
O=C(CSc1nc2ccccc2[nH]1)NCc1ccco1,2,-4,-4
CCOc1ccccc1C(=O)N1CC(=O)N(Cc2ccco2)CC(O)C1 (stereo unspecified),1,-1,7
CCOC(CNC(=O)c1sc2nc(-c3ccccc3)cn2c1C)OCC,6,0,-1
O=C(NCC(F)(F)F)c1ccc(N2C(=O)CCC2=O)cc1,-2,.,-3
N#Cc1ccc(OS(=O)(=O)c2ccccc2C#N)cc1,-4,.,-5
CCC1=NN(C(=O)Cc2ccc([N+](=O)[O-])cc2)C(O)(C(C)(C)C)C1 (stereo unspecified),-11,.,-4
Cc1ocnc1C(=O)N1CCC2(CCCN(Cc3ccc(F)c(F)c3)C2=O)C1 (stereo unspecified),-5,-4,-3
CC(=NNC(=O)Cc1cn2ccsc2n1)c1ccco1,23,.,-2
CCCN(CC(=O)N1CCc2sccc2C1c1ccc(F)cc1)C(=O)COc1ccccc1 (stereo unspecified),20,-4,-6
Cc1onc(-c2ccccc2Cl)c1C(=O)Nc1cccc(Br)c1,-8,-6,-3
CCCn1c(C)cn2c3c(=O)n(CC(N)=O)c(=O)n(C)c3nc12,8,-8,-6
Cc1nc2nc3ccn(NC(=O)c4ccncc4)c(=O)c3c(-c3ccccc3)n2n1,1,-4,2

Reformatted: results already given
> CC(=O)c1c(C(C)=O)c(C)n(-c2ccc(N)c(C)c2)c1C
  NPYLR7 ag = 4; mcGAS inh = -7; hcGAS lum = -7
> CC1(C(=O)NS(=O)(=O)c2cccc(Cl)c2)CCN1C(=O)C1(c2ccc(Cl)cc2)CC1 (stereo unspecified)
  NPYLR7 ag = -1; mcGAS inh = .; hcGAS lum = -5
> O=C(CSc1nc2ccccc2[nH]1)NCc1ccco1
  NPYLR7 ag = 2; mcGAS inh = -4; hcGAS lum = -4
> CCOc1ccccc1C(=O)N1CC(=O)N(Cc2ccco2)CC(O)C1 (stereo unspecified)
  NPYLR7 ag = 1; mcGAS inh = -1; hcGAS lum = 7

Arranged by molecular weight (largest number first): part of the list above
SMILES,NPYLR7 ag,mcGAS inh,hcGAS lum
O=C(CN1CCc2sccc2C1c1cccc(F)c1)N1CCN(C(=O)c2ccccc2Cl)CC1 (stereo unspecified),12,-6,-4
CC1(C(=O)NS(=O)(=O)c2cccc(Cl)c2)CCN1C(=O)C1(c2ccc(Cl)cc2)CC1 (stereo unspecified),-1,.,-5
c1cc(CN2CCCCC2)cc(OCCCNc2nc3ccccc3s2)c1,5,-3,4
CN1CCC(C)(C(=O)Nc2cc(-c3ccccc3)nn2C)C1 (stereo unspecified),1,.,-5

(list continues)
SMILES,NPYLR7 ag,mcGAS inh,hcGAS lum
O=C(C(=Cc1cccnc1)c1nc2ccccc2o1)c1ccccc1,0,-7,-6
COc1ccc(CCNC(=O)C(C2CCCC2)N2CCN(C(=O)c3ccc4c(c3)OCO4)CC2)cc1 (stereo unspecified),-3,-4,-5
COc1ccc(Nc2nnc(-c3cc4cc(OC)ccc4oc3=O)s2)c(OC)c1,1,-5,-2
CC(C)(C)c1ccc(COc2coc(CN3CCCN(S(=O)(=O)c4cc(C(F)(F)F)ccc4C(F)(F)F)CC3)cc2=O)cc1,16,-5,-5
COc1ccc(CN2CCn3nc(C(=O)Nc4ccc(C(C)C)cc4)cc3C2=O)cc1,5,1,0
C=CCN(Cc1ccccc1OCC)C(=O)c1nc2c(C)cccn2c1F,0,.,-3
COC(=O)[C@H]1C[C@@H](O)CCN1S(=O)(=O)c1ccc2c(c1)OCCN2C,.,5,3
Cc1nn(C)c(Cl)c1CN(CCN1CCOCC1)Cc1ccco1,-6,-11,-6
O=C(O)C1CC(O)CN1S(=O)(=O)c1ccc(Cl)c(Cl)c1 (stereo unspecified),8,.,-5
CC(C)Cn1cncc1CNC(=O)c1cn(CC2CCCO2)nn1 (stereo unspecified),-7,0,-1
C[S+](C)C1C(=O)NC(=O)N(c2ccccc2F)C1=O (stereo unspecified),5,-7,-6
CSCC[C@@H](CO)NC(=O)c1cnn(-c2ccc(C)c(C)c2)c1N,0,.,-7
CCOc1cc(C(=O)Oc2coc(CSc3nccc(C)n3)cc2=O)cc(OCC)c1OCC,-11,-8,-6
CCOC(=O)CCC(=O)N1CCN(c2c(CC(=O)OCC)c(C)nc3ncnn23)CC1,.,-5,-6
CCc1cc(C)cc(OCC(O)Cn2c[n+](C)c3cc(C)c(C)cc32)c1 (stereo unspecified),6,.,-7
CCc1c(O)nc(SCCN(CC)CC)n(-c2ccccc2)c1=O,-4,.,-7
CN1CCCC(CN(CCc2ccccc2)C(=O)c2ccccc2-c2ncc[nH]2)C1 (stereo unspecified),-2,.,-1
COc1cc(C)c(C)cc1S(=O)(=O)NCCn1nc(-c2ccccc2)ccc1=O,-1,-8,-6
Cc1ccc(-c2nc3c(c(SCC(=O)N(C)c4ccccc4)n2)Cc2c(CO)cnc(C)c2O3)cc1,-3,-1,2
COc1ccc(C(=O)N2CCN(c3cc(Cl)nc(SCC(=O)N4CC5(C)CC4CC(C)(C)C5)n3)CC2C)cc1 (stereo unspecified),-5,-5,-16
Cc1oc2c(cc(NS(=O)(=O)c3cccc([N+](=O)[O-])c3)c3ccccc32)c1C(=O)OC(C)C,-4,-5,-3
C=c1ccccc1=C1NN=C(c2nnn(-c3ccc(C)cc3)c2C)O1,2,-7,-6
COc1ccc(NC(=O)NCCS(=O)(=O)c2c(C)[nH]c3ccccc23)cc1,4,.,-2
CCOC(=O)C(C)Sc1ccc2nnc(-c3ccccn3)n2n1 (stereo unspecified),-2,-6,-8
CCCS(=O)(=O)Nc1ccc(N(C)C)c(CN(C(=O)C(C)(C)C)C2CC2)c1,-21,0,-3
COCCCN(CC(=O)N1CCc2sccc2C1c1ccc(OC)cc1)S(=O)(=O)c1cccc(C(F)(F)F)c1 (stereo unspecified),-6,0,-2
COc1ccccc1-n1c(Cc2ccccc2)nnc1SCc1ccc(C(=O)NC2CC2)cc1,-9,-2,0
COC(=O)c1ccccc1NC(=O)c1cc2nc(-c3ccc(F)cc3)cc(C(F)(F)F)n2n1,-11,-6,-2
CCOC(=O)N1CCN(c2cc(Oc3ccc(F)c(F)c3)ncn2)CC1,.,-10,-5
CC(C)N=c1scc(-c2ccccc2F)n1/N=C\c1ccc2c(c1)OCCO2,3,.,-9
O=C(CCc1ccnc(N2CCCC2)c1)N1CCN(C2CCCCC2)CC1,.,-6,-22
O=C1c2cccnc2C(=O)N1c1ccc(I)cc1,14,.,-10
CCN1CCCC1CN(CC1CCN(CCOC)CC1)C(=O)C1=NNC(=O)CC1 (stereo unspecified),5,-9,-5
Cc1ccc(C)c(OCC(=O)NCCS(=O)(=O)N2CCCC2)c1C,-5,-16,-5
O=C(Nc1cc(C(F)(F)F)ccc1N1CCOCC1)c1ccco1,11,.,-6
Cc1nc(SCc2cccc(C(=O)N3CCCC3)c2)nc(N2CCN(c3ccccc3Cl)CC2)c1C,13,-5,-2
COc1ccc(N2C(=O)CC(N3CCC(c4nc5ccccc5s4)CC3)C2=O)cc1 (stereo unspecified),3,-9,-5
Cc1cccc(-c2noc(N3CCOCC3)c2CN(CC2CC2)C(=O)c2cccc(Br)c2)c1,6,-4,-2
CCCn1c(C(=O)NCC2CCCO2)cc2c(=O)n(C)c(=O)n(C)c21 (stereo unspecified),-1,-11,-7
CCC(CO)N(Cc1ccsc1)C(=O)c1ccccc1N(C)C (stereo unspecified),0,.,4
Cc1cc(C)n(-c2ccc(C(=O)NCC(c3ccccc3)c3ccccc3)cc2)n1,-8,1,-2
C[C@@H](CC(=O)N1CCc2c(nc(-c3cccnc3)[nH]c2=O)C1)c1ccccc1,8,.,-4
Cc1ccccc1OC(C)C(=O)ON=C(N)c1ccncc1 (stereo unspecified),1,.,-1
Cc1nnc(COC(=O)C2(c3ccc(Br)cc3)CCCC2)o1,3,.,-13
Cc1ccc(Nc2cc(C)nc(N3CCN(C(=O)C4CCCCC4)CC3)n2)cc1,8,.,-4
O=C(Cc1ccc(Cl)cc1)NCCNc1cc(-n2cccn2)ncn1,-11,-1,4
Cc1ccn2c(NC(=O)Cc3ccc(F)cc3)c(-c3ccc(F)cc3)nc2c1,-9,-7,-7
CCc1nnc(SC(CC)C(=O)N2CCOCC2)c2cc3oc(C)cc3n12 (stereo unspecified),0,.,-5
COc1ccc(C2NC(C(=O)O)Cc3c2[nH]c2ccccc32)cc1OC (stereo unspecified),4,-10,-2
O=C(O)c1cc2ccc(O)cc2oc1=O,7,-4,2

Single values from the entries so far:
`O=C(CCc1ccnc(N2CCCC2)c1)N1CCN(C2CCCCC2)CC1` in hcGAS lum has -22
`Cc1ccn2c(NC(=O)Cc3ccc(F)cc3)c(-c3ccc(F)cc3)nc2c1` in NPYLR7 ag has -9

Nothing new here: entries from further up.
SMILES,NPYLR7 ag,mcGAS inh,hcGAS lum
COCCCN(CC(=O)N1CCc2sccc2C1c1ccc(OC)cc1)S(=O)(=O)c1cccc(C(F)(F)F)c1 (stereo unspecified),-6,0,-2
COc1ccccc1-n1c(Cc2ccccc2)nnc1SCc1ccc(C(=O)NC2CC2)cc1,-9,-2,0

(continued)
SMILES,NPYLR7 ag,mcGAS inh,hcGAS lum
O=C(NCCN1CCCCC1)c1csc(CSc2nnc(Cc3ccccc3)n2-c2ccccc2)n1,-12,-1,3
Cn1ccsc1=NC(=O)C12CC3CC(CC(Cl)(C3)C1)C2,3,-8,-8
CC1(C(=O)N2CCCC(CO)(Cc3cccc(Cl)c3)C2)CCCCC1 (stereo unspecified),7,-8,-4
CC1CN(C(=O)Nc2ccccc2N(C)c2ccccc2)CC(C)(C)O1 (stereo unspecified),-25,.,2
COc1ccc(-n2c(=O)[nH]c3c(C(N)=O)nc(-c4ccc(C)o4)nc32)c(OC)c1,-6,-6,-5
CC(C)N1CCc2c(sc(NC(=O)c3ccnn3C)c2-c2nc3ccccc3s2)C1,.,-3,-1
Cc1cc(C)cc(OCC(=O)n2nc(C)c(Cl)c2C)c1,3,.,0
Cc1cc(N2CCN(Cc3ccccc3)CC2)nc(SCc2cccc(C(=O)O)c2)n1,8,-4,0
COc1cccc(CC2(CO)CCCN(c3cnc4ccccc4n3)C2)c1 (stereo unspecified),-3,-10,-5
CCOC(=O)c1c(NC(=O)C2=Cc3cc(Cl)ccc3OC2)c(-c2cccc(F)c2)cn1C,17,-2,-2
COc1ccc(CNC(=O)c2cccnc2N2CCN(S(=O)(=O)c3ccc(Cl)s3)CC2)cc1,11,2,4
COc1ccc(-n2c(SCC(=O)Nc3nccs3)nc3c(c2=O)SCC3)cc1,7,.,-6
O=C(NCC1CN(c2ccc(N3CCOCC3=O)cc2)C(=O)O1)c1ccc(Cl)s1 (stereo unspecified),-16,4,5
CC(C)Cc1ccc(CN2CCCC(CCC(=O)N(C)C3CCN(C)CC3)C2)cc1 (stereo unspecified),5,-10,-3

High-throughput results deposited in PubChem BioAssay by Fisher Drug Discovery Resource Center.
